High-throughput results deposited in PubChem BioAssay by National Center for Advancing Translational Sciences (NCATS).
HCV inh: HCV inhibition. Huh7.5.1 HCVcc-Cre infection, luciferase reporter, 44 h. AID 651820. Potency, µM (top dose mostly 41.8 µM), for inactives: at the highest dose activity change, negative = inhibition, usual class: inhibitors. hit rate 3.4% among 340,000; further: potency means the concentration at half of the fitted maximal effect
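Cells (1,000/well) were plated 4 h before compound, then infected with HCVcc-Cre virus (~0.5 moi). After 44 h further culture, infection was read as luciferase luminescence following a 15 min substrate incubation at room temperature.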
AmpC no deterg: blocks E. coli AmpC beta-lactamase in detergent-free assay. P00811. AmpC nitrocefin hydrolysis, absorbance 480 nm, 0.0001% Triton. Potency, µM (titrated, usually from 57.1 µM), inactives show at the highest dose activity change, negative = inhibition, most hits filed as inhibitors. hit rate 0.52% among 330,000;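 further: potency means the concentration at half of the fitted maximal effect; plate controls were no compound for no effect and no enzyme for full effect; nearly all actives have a fitted effect of over 20% in size; some results filed as inactive show a strong effect at the top dose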
Target sequence (P00811 whole entry, looked up): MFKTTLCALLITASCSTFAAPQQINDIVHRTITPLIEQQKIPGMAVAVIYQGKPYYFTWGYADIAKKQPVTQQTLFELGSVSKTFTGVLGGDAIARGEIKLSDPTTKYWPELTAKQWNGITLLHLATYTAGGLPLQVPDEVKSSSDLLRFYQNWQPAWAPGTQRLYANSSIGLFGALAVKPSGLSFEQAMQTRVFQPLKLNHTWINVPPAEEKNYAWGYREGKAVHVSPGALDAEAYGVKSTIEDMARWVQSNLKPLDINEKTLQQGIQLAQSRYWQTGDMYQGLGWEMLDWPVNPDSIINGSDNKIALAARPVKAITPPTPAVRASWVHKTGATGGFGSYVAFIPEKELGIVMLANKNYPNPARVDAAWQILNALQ
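20 mM phosphate pH 7.0 + 0.01% (detergent screen) or 0.0001% Triton X-100; 5.3 nM AmpC reagent; cpd preinc 15 min RT; nitrocefin (800 uM stock) to start; A480 q20 s × 4 min; Activity was normalised to no-enzyme and no-compound control wells.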
Sm TGR block: S. mansoni TGR enzyme inhibition; Q962Y6; hit rate 3% among 360,000; Potency, µM (doses to about 114 µM), without a hit: at the top dose activity change, negative = inhibition, actives largely listed as inhibitors; purified TGR, DTNB reduction, TNB absorbance 405 nm; further: potency means the concentration at half of the fitted maximal effect; nearly all actives have a fitted effect of over 60% in size
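First, TGR (20 nM dispensed) and NADPH were mixed with compound. Second, a 15 min room-temperature incubation followed. Third, further NADPH and then DTNB were added to start the reaction. Finally, TNB absorbance was monitored kinetically.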
AmpC inh detg: AmpC beta-lactamase inhibition with detergent present | hit rate 0.041% among 370,000 | AID 485294 | AmpC hydrolysis of nitrocefin, absorbance 480 nm, 0.01% Triton | Potency, µM (doses to about 114 µM), for inactives: top-dose activity change, negative = inhibition, usual class: inhibitors | P00811;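 further: potency means the concentration at half of the fitted maximal effect; 0% = no-compound wells and -100% = no-enzyme wells; nearly all actives have a fitted effect of over 25% in size; some results filed as inactive show a strong effect at the top dose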
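AmpC (5.3 nM in the dispensed reagent) in 20 mM phosphate pH 7.0 with 0.01% (detergent screen) or 0.0001% Triton X-100 was preincubated with compounds for 15 min at room temperature. Nitrocefin was then added from an 800 uM solution, and hydrolysis was followed at 480 nm.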
FBPA Giardia inh: blocks Giardia fructose-bisphosphate aldolase activity; A8B2U2; purified Giardia FBPA; Potency, µM (highest dose often 59.6 µM), without a hit: at the highest dose activity, negative = inhibition, most hits filed as inhibitors; hit rate 0.71% among 290,000; further: potency means the concentration at half of the fitted maximal effect; nearly all actives have a fitted effect of over 55% in size
Target sequence (A8B2U2 whole entry, looked up): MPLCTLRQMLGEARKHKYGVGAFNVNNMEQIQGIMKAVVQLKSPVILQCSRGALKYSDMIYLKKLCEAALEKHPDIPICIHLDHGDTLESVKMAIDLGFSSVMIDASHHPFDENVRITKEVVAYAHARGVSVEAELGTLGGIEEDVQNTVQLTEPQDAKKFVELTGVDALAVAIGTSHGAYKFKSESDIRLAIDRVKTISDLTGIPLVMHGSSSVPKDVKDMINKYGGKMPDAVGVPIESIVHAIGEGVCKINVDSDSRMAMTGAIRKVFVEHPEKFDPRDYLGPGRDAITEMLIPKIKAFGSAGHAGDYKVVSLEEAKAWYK
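40 nM FBPA preincubated 10 min at RT with compound (up to 57.5 uM final), then substrate plus GAPDH/TPI/NAD/arsenate coupling and diaphorase/resazurin added. Fluorescence read after 20 min at RT, 525/598 nm.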
HCMV antiviral: inhibitors of human cytomegalovirus; HFF cells, HCMV-luciferase reporter, 72 h; hits give low values; activity change, negative = inhibition, % at 57.5 µM; hit rate 4.5% among 410,000; AID 1259415; in the data active means activity change below about -60%; inconclusive means no clear call, values can overlap the other calls; inactive means above about -39%
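Human foreskin fibroblasts infected with luciferase-reporter HCMV at MOI 1 PFU/cell, compounds at two doses. Luciferase measured 72 h post infection; normalized to buffer-only basal and Salinomycin (10uM) controls.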
The depositor's hits bear a star; ? = inconclusive; . = no result given; & = joins results of further samples; [ ] = remark or other dose. Unless noted, the call rests on the fitted dose curve; in most records, active means well fitted curve in the direction sought with a large enough effect; inconclusive means small, poorly fitted or top-dose-only effect, or another doubt; inactive means no such curve, though single readings can be large; an effect the other way counts as inactive or inconclusive. Unless noted, on the % scale 0 is the no-effect control and ±100 the full control effect.

smiles | AmpC no deterg | HCV inh | Sm TGR block | HCMV antiviral | AmpC inh detg | FBPA Giardia inh
COc1ccc(CC(=O)NCc2ccc3c(c2)OCO3)cc1 | -17% | 12% | 14% | 1 | -1% | 2%
COC1CCN(C(=O)c2cc(COc3ccc(-n4cncn4)cc3)on2)CC1 | 0% | -1% | 0% | 4 | -1% | .
Cn1nnnc1SCC(=O)Nc1sccc1C(N)=O | -6% | 3% | . | 3 | . | .
Cc1cccc(NC(=S)NC23CN4CN(CN(C4)C2)C3)c1C | -17% | -6% | 3% | -33 | -7% | 8%
COc1ccc(-c2cn3nc(SCC(=O)Nc4cccc(C)c4C)ccc3n2)cc1 | . | . | 25% | 85 | 13% | .
CC(C)N1CCN(Cc2cccc3nonc23)CC1CCO (configuration not stated) | -5% | 12% | 110%[activator] | 48 | -3% | 3%
CC(=O)N1CC(=O)Nc2ccc(Cl)cc2C1c1ccc(F)cc1 (configuration not stated) | -11% | 7% | 0% | 25 | ? | 4%
CC(=O)c1ccc(NS(=O)(=O)c2cnc(N)nc2)cc1 | . | . | -27% | 11 | 4% | .
CC1CCN(CC(=O)N2c3ccccc3CC2C)CC1 (configuration not stated) | 1% | 5% | 0% | -2 | -2% | -5%
COC(=O)COc1cccc(-n2cnnn2)c1 | -16% | 9% | -2% | 13 | -4% | 14%
C=CCn1c(=NC(=O)C2CCCCC2)sc2cc(NC(C)=O)ccc21 | 4µM* | 3% | 1% | 70 | ? | 1%
CCOc1cc(C2NN=C(c3ccccc3)S2)ccc1OCc1ccc(F)cc1 (configuration not stated) | 1% | ? | -14% | 26 | -1% | 8%
COc1ccccc1-n1c(SCC(=O)O)nnc1-c1ccc(S(=O)(=O)N2CCCCC2)cc1 | -23% | 11%&5% | 0% | 16 | -5% | 15%
Cc1ccc(S(=O)(=O)N[C@H](C(=O)N2CCC(C(=O)N[C@@H](CC(=O)O)C(=O)O)CC2)C(C)C)cc1 | -16% | -2% | -10% | 73 | ? | -5%
CCc1cc2c(SCC(=O)C(C#N)=C3N(C)c4ccccc4N3C)ncnc2s1 | -11% | -1% | 16%[11.4 µM] | 36 | ? | 11%
COc1cccc(-c2nc3ccc([N+](=O)[O-])cc3o2)c1 | -18% | 27% | 6% | -79* | -10% | 6%
OCn1c2ccccc2c2ccccc21 | -26% | -19% | 0% | -22 | -5% | -4%
O=C(CCCN1C(=O)/C(=C\c2ccccc2)SC1=S)Nc1ccc(O)cc1 | -27% | ? | 0%[57.1 µM] | -96* | 0% | -2%
Cc1ccc(OCC(=O)Nc2ccc(OCc3cc(=O)n4c(C)csc4n3)cc2)cc1C | . | . | 0% | 18 | 9% | .
Cc1nn(-c2ccccc2)c(N)c1C(c1ccccc1)c1c(C)nn(-c2ccccc2)c1N | 63%[activator] | 8% | -16% | 58 | -4% | 2%
CC1(C)O[C@H]2[C@@H](O1)[C@@H](C(=O)Nc1ccccc1C(F)(F)F)O[C@@H]1OC(C)(C)O[C@@H]12 | . | . | 0% | -5 | 20% | .
CCOC(=O)C(NC(=O)c1cccc(Cl)c1)(Nc1nnc(C)s1)C(F)(F)F (configuration not stated) | -11% | 3% | 0% | -19 | -12% | 0%
CC1CCCCN1C(=O)c1c([N+](=O)[O-])cnn1C (configuration not stated) | -12% | 3% | 0% | -30 | ? | .
COc1ccc(C(=O)N2CCN(Cc3cc(=O)n4nc(-c5ccccc5C)sc4n3)CC2)cc1OC | . | . | -2% | 9 | 3% | .
Cc1c(Cl)cccc1-n1nnc(-c2nc(-c3ccc4c(c3)OCO4)no2)c1C | . | . | -3% | 20 | 2% | .
Cn1c(=O)c2c(nc(Br)n2C/C=N/NC(N)=S)n(C)c1=O | 4% | -16% | -14% | -84* | -8% | ?
CC(=O)Nc1cccc(NC(=O)C2CCCN2C(=O)Nc2cccc(F)c2)c1 (configuration not stated) | -14% | 22% | 0% | -15 | -6% | 4%
CC[C@H](CO)Nc1nc(Nc2cccc(Cl)c2)c2ncn(C(C)C)c2n1 | 103%[activator] | ? | 9% | -65* | -8% | -17%
Oc1c(N=NC(=S)Nc2ccccc2F)c2ccccc2n1Cc1ccccc1Cl | -39% | ? | 0% | -16 | 7% | 0%
COc1cc(Br)c(/C=C/c2ccc3cccc(O)c3n2)cc1OC | 17% | 10µM* | 3% | -87* | 0% | 10%

Part of the list above with just AmpC no deterg and FBPA Giardia inh:
SMILES	AmpC no deterg	FBPA Giardia inh
Oc1c(N=NC(=S)Nc2ccccc2F)c2ccccc2n1Cc1ccccc1Cl	-39%	0%
O=C(CCCN1C(=O)/C(=C\c2ccccc2)SC1=S)Nc1ccc(O)cc1	-27%	-2%
CC1CCCCN1C(=O)c1c([N+](=O)[O-])cnn1C (configuration not stated)	-12%	.
Cn1c(=O)c2c(nc(Br)n2C/C=N/NC(N)=S)n(C)c1=O	4%	?

(further entries)
smiles | AmpC no deterg | HCV inh | Sm TGR block | HCMV antiviral | AmpC inh detg | FBPA Giardia inh
O=c1c2sc3ccccc3c2n(Cc2ccccc2F)c(=O)n1Cc1ccccc1 | . | . | -1% | 4 | 2% | .
COc1ccnc(N=CNOCc2cccc(C(F)(F)F)c2)c1C#N | -5% | 9% | 5% | -13 | 6% | 1%
O=C1CSC(c2ccccn2)N1c1ccc(Br)cc1 (configuration not stated) | -8% | -22% | -4% | 28 | 1% | 3%
CCC(=O)N1CCc2cc(CNC(=O)Nc3ccccc3Cl)ccc21 | . | . | 0% | 39 | 10% | .
Nc1ccc(CSc2ccc(Cl)cc2)cc1 | -8% | -2% | 1% | 13 | 8% | -6%
CCC(C(=O)N1CCN(c2cc(C)ccc2C)CC1)n1nc(C)n2c(cc3occc32)c1=O (configuration not stated) | . | . | 6% | -14 | 13% | .
O=C(Nc1cccc(C(=O)N2CCN(c3cccc(Cl)c3)CC2)c1)c1nsc2ccccc12 | . | . | 1% | 72 | 17% | .
O=C(C1=C[C@@H](c2coc3ccccc3c2=O)C[C@@H](OCCCCO)O1)N1CCN(Cc2ccccc2)CC1 | 181%[activator] | 11% | 48%[activator] | -3 | 7% | 3%
CCOC(=O)c1noc2ncn(Cc3ccc([N+](=O)[O-])cc3)c(=O)c12 | . | . | 5% | 14 | 16% | .
COc1ccc(NC(=O)N2CCCC2C(=O)NCc2ccc(F)cc2)cc1 (configuration not stated) | -10% | 5% | -2% | 33 | 1% | 4%
Cc1cc(Nc2ccccc2)n(-c2nc3ccccc3[nH]2)n1 | ? | 5µM* | 2% | -86* | -9% | ?
O=C(CN1C(=O)NC(c2ccccc2)(c2ccccc2)C1=O)N1CCN(c2ccccc2F)CC1 | -2% | ? | -14% | -32 | -3% | .
COC(=O)c1ccc(NC(=O)CN(C)S(=O)(=O)c2ccc(OC)c(C)c2)cc1 | -14% | ? | -5% | 9 | ? | -3%
O=C(NCCN1CCOCC1)c1csc2c1CCCC2 | -2% | 0% | -17% | 13 | -12% | -3%
Cc1c(C)c2cc(Cl)c(OCc3nn[nH]n3)cc2oc1=O | -13% | -4% | ? | -24 | 0% | -4%
CCCCCc1c(C)nc(N2CCN(Cc3ccc4c(c3)OCO4)CC2)[nH]c1=O | -20% | 9% | 10% | -6 | -2% | 2%
Cc1ccc(-n2ncc(N(C)C)c(Cl)c2=O)cc1 | -7% | 34%[activator] | -31% | 21 | -13% | 2%
Cc1nnc(N2C(=O)C(=O)/C(=C(/O)c3ccc4c(c3)OCCO4)C2c2ccc(F)cc2)s1 (configuration not stated) | -20% | 5% | ? | 32 | -6% | -12%
Cc1nc(NCc2ccccc2)sc1C(=O)Nc1ccccc1 | -28%[11.4 µM] | ? | -9% | -24 | -12% | -10%
CCOC(=O)C(C)Sc1ccc2nnc(-c3ccc(F)cc3)n2n1 (configuration not stated) | 52% | -19% | -28% | -19 | -6% | -5%
O=C(COC(=O)C1CCC1)Nc1ccc(Cl)cn1 | -18% | 19% | . | -19 | . | .
O=C(c1ccc(Cl)cc1)c1ccc(OCC(O)CN2CCCCC2)cc1 (configuration not stated) | 0% | 14µM* | -23% | -63* | ? | 5%
O=C(/C=C/c1ccco1)NC(=S)Nc1ccc(Cl)cn1 | -41% | 18% | 35µM* | -19 | 1% | -20%
COc1ccc(Nc2nc(N)c3cc(OC)c(OC)cc3n2)cc1 | . | . | 0% | -36 | 13% | .
C=CCOc1ccc(CN(C)Cc2nc3cc(C(F)(F)F)ccc3c(=O)[nH]2)cc1 | 46% | -9% | -9% | -3 | -14% | -9%
COc1ccc(-n2c(SCC#N)nc3ccccc3c2=O)cc1 | -31% | 3% | -1% | ? | -5% | 1%
Cc1cc(C)cc(OCC(=O)OCC(=O)N(C)CC(=O)Nc2ccc(F)cc2)c1 | 33% | 20% | -1% | -17 | ? | .
Cc1cc(C)c(NS(=O)(=O)c2ccc3c(c2)NC(=O)C(C)C(=O)N3)c(C)c1 (configuration not stated) | -30% | -11% | -1% | 7 | 5% | 1%
CC(=O)Nc1ccc(S(=O)(=O)N(C)CC(=O)NCCOc2ccccc2)cc1 | 11% | 11% | . | 17 | . | .
CCOC(=O)C1CCCCC12C(C#N)=C(N)Oc1n[nH]c(C)c12 (configuration not stated) | -10% | -13% | -6% | 25 | -2% | -6%
COc1ccc(-c2ccc(NS(=O)(=O)c3cccc(C)c3)cc2)nn1 | . | . | 3% | -28 | 17% | .
Oc1c(Cl)cc(Cl)cc1CN1CCN(Cc2ccccc2)CC1 | 12% | 3% | 0% | 17 | 1% | -13%
CC1=NN(c2ccccc2)C(=O)/C1=C\c1cn(CCC#N)nc1-c1ccc(Cl)cc1 | 1% | 15% | 4% | 42 | -1% | -12%
O=C(NCc1ccccc1C(F)(F)F)C1CC(O)CN1C(=O)Nc1ccccc1 (configuration not stated) | 1% | 6% | 4% | -1 | -14% | 11%
CC1CCCN(c2nc(-c3ccccc3O)nc3ccccc23)C1 (configuration not stated) | . | . | 2% | 15 | 7% | .
Cc1ccc(NC(=S)N(CCN(C)C)C(C)c2cccnc2)c(C)c1 (configuration not stated) | -21% | 4% | -7% | 49 | -7% | -11%
COc1ccc(COc2cccc(C=O)c2)cc1 | -14% | -3% | -2% | 180 | 6% | .
O=S(=O)(NCCN1CCCC1)c1ccc(Cl)cc1 | -8% | 19% | 0% | . | -9% | -14%
CCOC(=O)C(=CNc1ncccc1C)C(=O)OCC | -4% | 1% | 5% | -34 | -5% | 4%
COc1ccccc1-c1nnc(SC(C)C(=O)Nc2ccc(C(N)=O)cc2)o1 (configuration not stated) | -10% | 5% | 0% | 15 | -6% | .
CC(/C=C\c1cccnc1)=C/C(=O)O | -14%&-2% | 11%&12% | 0%&0% | 20&3 | 1%&-4% | -21%&5%
O=C(Cc1cc(=O)[nH][nH]1)N/N=C/c1c(Cl)cccc1Cl | -34%&-43% | 10%&23% | 3%&-8% | -9&4 | ? | 3%&2%
Cc1cc(C)c2c(c1)OC(=O)CC2c1ccc2c(c1)OCO2 (configuration not stated) | -25% | ? | . | 8 | . | .
Cc1cc(=O)n2cccc(O)c2n1 | -6% | ? | . | -18 | -7% | 20µM*
CN(C)CP(=O)(Nc1ccccc1)N(C)C (configuration not stated) | -16% | 4% | -25% | 5 | -11% | 2%
